D1 antagonist – Antagonist of Human D 1 Dopamine Receptor: qHTS | HEK293 TREx D1 cells, calcium flux, dopamine EC80; active compounds read low | AID 504652, 2011 | D(1A) dopamine receptor (Homo sapiens), P21728 | 360,000 compounds, 3.2% hits | activity change, negative = inhibition, % at 10 µM; in the data active means activity change below about -30%; further: on the % scale 0 is the no-effect control and ±100 the full control effect
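Tetracycline-induced HEK293 T-REx cells with force-coupled D1 receptor were loaded with a no-wash calcium dye. Compound was added after a 10 s baseline and read kinetically for 180 s; EC80 dopamine was then added and calcium flux followed another 180 s.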
D1 potentiator – Potentiators of Human D1 Dopamine Receptor: qHTS | D(1A) dopamine receptor (Homo sapiens), P21728 | HEK293 TREx D1 cells, calcium flux, dopamine EC20 potentiation | potentiation, % at 10 µM | 360,000 compounds, 0.036% hits | AID 504651, 2011; in the data active means potentiation above about 30%; further: 0% is about no effect
GRP78 ERSR act – qHTS for Inducers of the Endoplasmic Reticulum Stress Response (ERSR) in Human Glioma: qHTS | Potency, µM, for inactives: at the top dose activation, most hits filed as activators | 420,000 compounds, 0.02% hits | U87-MG GRP78 promoter luciferase reporter, 16 h; further: potency means the concentration at half of the fitted maximal effect; series mostly up to about 76 µM; % of control where 0% means no effect; nearly all actives have a fitted effect of over 35% in size
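Stably transfected U87-MG human glioma cells carrying a GRP78-based luminescent sensor were seeded at 1000 cells/well, pin-dosed with compounds and incubated 16 h. Luciferase reagent was then added, and end-point luminescence was read after 10 min at room temperature.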
Vif-APOBEC3F blk – qHTS for Inhibitors of Vif-A3F Interactions: qHTS | HeLa A3F-eYFP + Vif (tagged APOBEC3F with the HIV-1 protein that degrades it), YFP fluorescence increase | Potency, µM (highest dose often 46.1 µM), for the others: top-dose activity, negative = active | 390,000 compounds, 0.2% hits | AID 602313, 2012; further: potency means the concentration at half of the fitted maximal effect; % of control where 0% means no effect; nearly all actives have a fitted effect of over 65% in size
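HeLa cells stably expressing A3F-eYFP plus Vif, plated and incubated overnight at 37 deg C, then exposed to compounds overnight at 37 deg C. Blocked degradation read as raised yellow fluorescence (Ex 488/Em 500-530).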
D2 PAM – HTS Assay for Positive Allosteric Modulators of the Human D2 Dopamine Receptor: Primary Screen for Potentiators; HEK293 T-REx D2, calcium flux, EC20 dopamine potentiation; D(2) dopamine receptor (Homo sapiens), P14416; 340,000 compounds, 0.34% hits; potentiation, % at 10 µM;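 active means potentiation over 3 SD above the plate norm, cut at about 30% in these data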; further: 0% is about no effect
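Primary screen. Calcium kinetics in induced HEK293 T-REx D2 cells: compound pre-addition 180 s, EC20 dopamine, 180 s more.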
D1 ag – Allosteric Agonists of the Human D1 Dopamine Receptor: qHTS; D(1A) dopamine receptor (Homo sapiens), P21728; HEK293 T-REx D1 cells, calcium flux, agonist mode; activation, % at 2 µM; 360,000 compounds, 1% hits; in the data active means activation above about 30%; further: 0% is about no effect
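Agonism was scored from calcium flux recorded over 180 s (1 read/s) after pintool compound addition, following a 10-cycle baseline. Cells were inducible force-coupled HEK293 TREx D1, plated overnight at 30 C and loaded with no-wash calcium dye.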
Vif-A3G inh – qHTS for Inhibitors of Vif-A3G Interactions: qHTS; Potency, µM (titrated, usually from 46.1 µM), inactives show top-dose activity, negative = active, usual class: inhibitors; AID 602310, 2012; HeLa A3G-eYFP + Vif (tagged APOBEC3G with the HIV-1 protein that degrades it), YFP fluorescence, overnight; 410,000 compounds, 0.076% hits;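 further: potency means the concentration at half of the fitted maximal effect; on the % scale 0 is the no-effect control and ±100 the full control effect; nearly all actives have a fitted effect of over 60% in size; hits raise eYFP signal because A3G escapes Vif-driven loss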
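HeLa cells stably expressing Vif and C-terminally eYFP-tagged A3G, seeded overnight at 37 deg C, then exposed to compound by pintool overnight at 37 deg C. Rise in yellow fluorescence (Ex 488/Em 500-530, Acumen) marks blocked Vif-driven A3G degradation.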
RXFP1 agonist – qHTS Assay for Agonists of the Relaxin Receptor RXFP1; Relaxin receptor 1 (Homo sapiens), Q9HBX9; HEK293T-RXFP1 cAMP TR-FRET, 30 min; response scale: percent of porcine relaxin response, buffer zero; Potency, µM (titrated, usually from 57.5 µM), without a hit: top-dose activation, usual class: activators; 370,000 compounds, 0.3% hits; further: potency means the concentration at half of the fitted maximal effect; on the % scale 0 is the no-effect control and ±100 the full control effect; nearly all actives have a fitted effect of over 60% in size; many of its hits are not listed in these tables
Target sequence (Q9HBX9 whole entry, looked up): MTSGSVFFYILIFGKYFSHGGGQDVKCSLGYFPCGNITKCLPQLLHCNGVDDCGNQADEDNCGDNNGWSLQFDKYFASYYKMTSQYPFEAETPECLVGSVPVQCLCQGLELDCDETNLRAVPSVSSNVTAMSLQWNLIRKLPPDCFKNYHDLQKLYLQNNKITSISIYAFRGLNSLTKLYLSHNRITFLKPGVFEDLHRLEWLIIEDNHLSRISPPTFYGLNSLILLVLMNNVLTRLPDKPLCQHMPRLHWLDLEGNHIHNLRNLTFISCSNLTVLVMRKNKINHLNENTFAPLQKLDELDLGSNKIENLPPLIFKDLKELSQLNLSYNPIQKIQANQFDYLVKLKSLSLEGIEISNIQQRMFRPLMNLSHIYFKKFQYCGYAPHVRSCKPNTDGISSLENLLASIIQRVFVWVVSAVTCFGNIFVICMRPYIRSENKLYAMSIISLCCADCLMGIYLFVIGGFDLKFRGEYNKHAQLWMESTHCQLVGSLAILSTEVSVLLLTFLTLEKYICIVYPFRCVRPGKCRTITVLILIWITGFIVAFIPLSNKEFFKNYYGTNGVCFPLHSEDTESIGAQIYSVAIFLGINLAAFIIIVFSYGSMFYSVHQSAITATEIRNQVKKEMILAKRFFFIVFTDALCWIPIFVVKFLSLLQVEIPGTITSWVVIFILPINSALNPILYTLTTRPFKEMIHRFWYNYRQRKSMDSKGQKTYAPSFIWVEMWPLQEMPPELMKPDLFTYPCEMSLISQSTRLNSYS
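Agonist response is measured as cAMP accumulation in an RXFP1-transfected HEK293T line under PDE4 inhibition. Values are scaled between buffer-only and 29 nM porcine relaxin, and EC50s come from standard Hill equation fits.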
LDHA inh – qHTS assay for inhibitors of human lactate dehydrogenase | purified LDHA, NADH/diaphorase-resazurin fluorescence; active compounds read low | 480,000 compounds, 0.15% hits | activity change, % (values are at about 110 or 230 µM) | L-lactate dehydrogenase A chain (Homo sapiens), P00338; in the data active means activity change below about -30%; inconclusive means mostly about -25% to -30%;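 further: plate controls were DMSO wells for no effect and wells without enzyme for full effect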
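Enzyme activity of human lactate dehydrogenase 5 (2 nM; 0.06 mM NADH, 0.2 mM pyruvate, 5 min, RT) is measured via a resazurin/diaphorase fluorescence readout of residual NADH.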
Starred values were filed as active, the others as inactive; ? = inconclusive; nt = no result given; & = joins results of further samples. Unless noted, the call rests on the fitted dose curve; in most records, active means well fitted curve in the direction sought with a large enough effect; inconclusive means small, poorly fitted or top-dose-only effect, or another doubt; inactive means no such curve, though single readings can be large; an effect the other way counts as inactive or inconclusive. This is a subset. The share of hits here may be higher or lower than overall.

SMILES	D1 antagonist	D1 potentiator	GRP78 ERSR act	Vif-APOBEC3F blk	D2 PAM	D1 ag	Vif-A3G inh	RXFP1 agonist	LDHA inh
CC(C)NC(=O)N(C)C[C@H]1Oc2ccc(NC(=O)Nc3ccccc3)cc2C(=O)N([C@@H](C)CO)C[C@@H]1C	nt	nt	-6%	0%	nt	nt	0%	nt	0
COC(=O)c1cccc(N(C(=O)c2cnccn2)C(C(=O)NC2CCCCC2)c2cn(C)nc2C)c1 (configuration not stated)	-9	-2	-1%	-16%	nt	3	-3%	1.4%	-8
CS(=O)(=O)c1ccc2nc(NC(=O)C3CC(=O)N(c4ccc(F)cc4)C3)sc2c1 (configuration not stated)	9	11	-6%	-5%	-2	2	-7%	5.4%	5
CCOC(=O)Cc1nn(Cc2nc(-c3ccc(C#N)cc3)cs2)c(=O)c2ccccc12	-22	-11	-6%	1%	6	5	-4%	0.8%	-4
Cc1ccc2c(c1)C1CC(C)(O2)N(c2cccc(C(=O)NC3CCN(Cc4ccccc4)CC3)c2)C(=O)N1 (configuration not stated)	-7	-4	-3%	1%	nt	5	0%	-0.7%	-2
O=C(NC1CCCC1)C(c1ccncc1)N(C(=O)Cn1nnc(-c2ccccc2F)n1)c1cccc(F)c1 (configuration not stated)	-7	nt	1%	-7%	8	7	2%	-0.3%	-14
Cc1cccc(NC(=O)CSc2nc(-c3cccs3)nc3cc(=O)[nH]n23)c1	-4	2	0%	1%	-8	2	-9%	3.6%	-9
O=C(Nc1ccc(Cc2ccncc2)cc1)c1cc([N+](=O)[O-])ccc1N1CCOCC1	-2	-2	-4%	-23%	2	-2	7%	2.7%	1
COc1ccc(NC(=O)C(c2ccc(OC)cc2)N(C)C(=O)CNC(C)=O)cc1 (configuration not stated)	11	-6	0%	nt	-4	2	-4%	0.6%	1
CC1(c2ccc(Cl)cc2)NC(=O)N(CC(=O)NCc2ccc(F)cc2)C1=O (configuration not stated)	4	3	0%	-2%	-9	3	-1%	-0.8%	-12
Nc1nonc1C(=O)OCC(=O)N1CCCCC1	-7	-9	0%	3%	-4	2	0%	1.9%	-7
CCCCCC(=O)N1C[C@H](n2cc(COC(=O)c3ccccc3)nn2)[C@@H](O)C[C@@H]1c1ccc(C)cc1	nt	nt	-3%	-13%	nt	nt	-6%	nt	6

The closing 2 compounds of the part above open the next one.
SMILES	D1 antagonist	D1 potentiator	GRP78 ERSR act	Vif-APOBEC3F blk	D2 PAM	D1 ag	Vif-A3G inh	RXFP1 agonist	LDHA inh
Nc1nonc1C(=O)OCC(=O)N1CCCCC1	-7	-9	0%	3%	-4	2	0%	1.9%	-7
CCCCCC(=O)N1C[C@H](n2cc(COC(=O)c3ccccc3)nn2)[C@@H](O)C[C@@H]1c1ccc(C)cc1	nt	nt	-3%	-13%	nt	nt	-6%	nt	6
Nn1c(SCC(=O)Nc2ccc3c(c2)OCCO3)nnc(CCC(=O)O)c1=O	5	1	4%	4%	nt	3	1%	0.1%	0
C=C1C(C(=O)N2CCOCC2)C1C(=O)N1CCOCC1 (configuration not stated)	8	14	-2%	-2%	3	8	3%	2.7%	-2
COc1ccccc1NC(=O)CS(=O)(=O)c1cn(CC(=O)N(C(C)C)C(C)C)c2ccccc12	nt	nt	-5%	3%	nt	nt	1%	nt	4
COc1ccc([C@H]2/C=C\CN(C(=O)c3ccc(C)cc3)[C@@H](C)C(=O)N2Cc2ccc(F)cc2)cc1	nt	nt	3%	0%	nt	nt	-1%	nt	0
O=c1c2cc(NC(=S)NC3CC3)ccc2nc2n1CCCCC2	-38*	-4	4%	8%	0	4	0%	-0.3%	-11
COc1ccc(C(=O)Nc2ccc(Cl)cc2C(=O)NCCN2CCOCC2)cc1	9	-3	-6%	3%	-15	3	1%	3.8%	-5
Cc1ccc(-c2nnc(-n3nnc4ccccc43)c3ccccc23)cc1	-8	-4	-6%	-1%	12	1	1%	1.2%	-11
COC(=O)C1=CNC=C(C(=O)OC)C1c1ccc(Cl)cc1	-13	5	6%	-5%	7	21	-5%	3.0%	-1
CC(C)(C)c1ccc(C(=O)NCC2CCCN2S(=O)(=O)c2ccccc2)cc1 (configuration not stated)	4	1	-2%	8%	nt	1	1%	-0.9%	8
S=c1[nH]nc(Cn2c(-c3ccccn3)nc3ccccc32)n1-c1ccc2c(c1)OCCO2	-7	-3	3%	-13%	8	1	-4%	5.2%	-4
COC(=O)c1cc(NC(=O)C2(S(=O)(=O)c3ccc(C)cc3)CC2)cc(C(=O)OC)c1	23	-6	-4%	-12%	2	0	-1%	0.0%	-13
CCN(C(=O)CN1CC(C)OC(C)C1)c1c(N)n(Cc2ccccc2)c(=O)[nH]c1=O (configuration not stated)	-13	-5	-3%	3%	nt	0	-2%	-0.7%	-15
CCOc1ccc(C(=O)CCC(=O)O)cc1	5	-5	-2%	-1%	3	2	2%	-3.8%	-2
O=C(Cn1cc(SCc2ccc(F)cc2)c2ccccc21)N1CCCCCC1	-25	-4	0%	0%	2	5	-1%	-0.4%	2
CC(=O)NC(CC(=O)Nc1ccc2c(c1)OCCO2)c1ccccc1 (configuration not stated)	-5	0	0%	0%	-5	2	2%	-0.3%	1
CC(=O)c1c(C)[nH]c(C(=O)OCC(=O)NCc2cccs2)c1C	0	5	2%	2%	-3	7	-4%	-0.5%	-5
O=C(NCCCn1ccnc1)c1cccc(S(=O)(=O)NCc2ccccc2)c1	-6	-2	-1%	0%	-6	2	0%	0.3%	-13
CCN(CC)c1ccc(NC(=O)CN2CCN(c3ccccc3F)CC2)cc1	-12&-2	3&1	-4%&-2%	0%&1%	-1&-2	0&-2	-6%&6%	-0.3%&0.1%	-2&-9
CCOCc1[nH]c(=S)[nH]c(=O)c1Cc1ccc(OC(C)C)cc1	1	-2	-4%	-3%	1	3	2%	2.7%	-9
CC1(C)C2CC=C(/C=N/n3cnnc3)C1C2 (configuration not stated)	-4	3	1%	1%	-11	2	0%	0.1%	-9
COc1ccc(CCNC(=O)COc2cc(C)cc3oc(=O)c(C)c(C)c23)cc1OC	nt	nt	-3%	-10%	nt	nt	-1%	nt	-17
N#CC1=C(N)Oc2cc(Nc3ccccc3)ccc2C1c1ccncc1 (configuration not stated)	9	5	-5%	-2%	2	1	?	-0.7%	-9
CC(C)CN(C(=O)CSc1nnc(-c2cccs2)n1N)c1c(N)n(Cc2ccccc2)c(=O)[nH]c1=O	3	-8	-1%	10%	5	3	3%	0.9%	-6
O=C(C1CC1c1ccccc1)N1CCN(c2cccc(Cl)c2)CC1 (configuration not stated)	10	-10	-4%	4%	-6	6	-4%	5.4%	1
COCCCN(C(=O)c1ccco1)c1nc(-c2ccc(OC)cc2)cs1	2	4	-1%	-1%	4	5	0%	1.0%	-1
CC(CN1CCCCC1)OC(=O)c1ccccc1Cl (configuration not stated)	-14	-6	-4%	1%	5	0	1%	0.5%	-7
Cc1ccc(O)c(C(=O)c2cnn(C(=O)COc3ccc(Cl)cc3)c2)c1	-1	-5	-4%	-17%	-8	1	2%	-0.3%	-8
CC12CS(=O)(=O)CC1SC(=S)N2Cc1ccccc1 (configuration not stated)	1	-4	-6%	-8%	0	3	-6%	4.5%	-6
CCN(Cc1ccncc1)C(=O)c1ccccc1NS(=O)(=O)c1ccc(F)cc1	3	0	-3%	-1%	1	0	-2%	-0.4%	-9
CC12CCC(=O)N1C(C(=O)N1CCN(S(=O)(=O)c3cccc(C(F)(F)F)c3)CC1)CS2 (configuration not stated)	32	4	-5%	-8%	12	1	-4%	-0.4%	-2
CNC(=O)c1ccc(CN(C)C(=O)c2cc(C3CC3)nc3c2cnn3C(C)C)cc1	nt	nt	-1%	-7%	nt	nt	-4%	nt	-1
Cc1csc(CN(C)C(=O)CC2C(=O)NCCN2Cc2ccc(-c3ccccc3)cc2)n1 (configuration not stated)	-10	6	-2%	4%	20	4	2%	-0.5%	-3
CCOc1ccccc1N(C)C(=O)c1ccc2c(=O)n3c(nc2c1)CCCCC3	3	3	1%	-9%	7	1	-2%	-0.6%	-9
Cc1ccc([N+](=O)[O-])cc1S(=O)(=O)N1CCn2cccc2C1c1ccc(F)c(F)c1 (configuration not stated)	nt	-2	-4%	4%	9	-1	2%	-0.7%	-3
CC(=O)c1c(NCCc2ccccc2)nc(=S)n(-c2ccccc2)c1C	0	-1	-6%	4%	3	0	-26%	-3.4%	-17
COCCn1c(SCC(=O)NC2CCCCC2)nnc1-c1ccco1	2	-4	-3%	-4%	-8	3	-1%	4.9%	-3
COc1ccc(OCC(=O)NNC(=O)C(=O)Nc2ccccc2)cc1	nt	nt	3%	1%	nt	nt	2%	nt	-7
N=NC(=O)c1ccccc1Nc1c(O)[nH]c2ccccc12	nt	nt	-10%	6%	nt	nt	-17%	nt	-2
CCOC(=O)C1CCN(C(=O)CSc2cc(=O)n(CC)c3ccccc23)CC1	-4	2	-2%	-19%	1	-3	3%	7.8%	0
Cc1ccccc1-n1c(SCc2cccc(F)c2)nc2[nH]ncc2c1=O	0	3	-2%	-1%	9	0	-7%	2.2%	-3
CC(O)[C@H]1CN=C(N)N1CC1CCCCC1 (some centres not stated)	nt	nt	-2%	-6%	nt	nt	-7%	nt	-3
COc1ccc(NC(=O)c2cc(S(=O)(=O)N3CCc4ccccc43)cn2C)c(OC)c1	7	-1	1%	-11%	1	4	0%	0.5%	-9

Source: PubChem (National Center for Advancing Translational Sciences (NCATS))
